PPARg SRC-1 ag – PPARgamma-driven SRC-1 recruitment agonism. actives 0.41% (n = 200,000). P37231. AID 631. PPARgamma-SRC-1 coactivator recruitment biochemical assay. activation, % at 8 µM; in the data active = activation above about 19%;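 note: 0% = DMSO and 100% = reference agonist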
Target sequence (P37231 whole entry, looked up): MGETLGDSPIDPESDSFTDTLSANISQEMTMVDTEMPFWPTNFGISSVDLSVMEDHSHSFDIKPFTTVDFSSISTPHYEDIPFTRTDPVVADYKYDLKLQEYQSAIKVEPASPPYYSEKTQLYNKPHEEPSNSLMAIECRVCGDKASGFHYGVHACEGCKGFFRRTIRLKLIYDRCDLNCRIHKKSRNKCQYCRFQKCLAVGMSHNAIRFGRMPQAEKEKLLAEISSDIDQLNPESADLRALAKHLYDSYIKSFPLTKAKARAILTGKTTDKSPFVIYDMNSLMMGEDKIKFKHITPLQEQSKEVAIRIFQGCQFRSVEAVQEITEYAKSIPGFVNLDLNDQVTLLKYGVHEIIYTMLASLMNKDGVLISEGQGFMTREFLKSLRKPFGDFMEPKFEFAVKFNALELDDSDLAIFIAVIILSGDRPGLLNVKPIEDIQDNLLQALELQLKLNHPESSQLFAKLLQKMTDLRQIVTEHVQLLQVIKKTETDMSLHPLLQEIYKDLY
TNAP inh noacc – blocks human TNAP activity with no phosphate acceptor present; purified TNAP, CDP-star luminescence, 30 min; inhibition, % at 20 µM; actives 0.26% (n = 200,000);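 active = tissue-nonspecific alkaline phosphatase inhibition above about 50% at 20 µM in the single-dose screen, limit read from the data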;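 note: 0% = DMSO negative control and 100% = EDTA positive control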
Target sequence (P05186 whole entry, looked up): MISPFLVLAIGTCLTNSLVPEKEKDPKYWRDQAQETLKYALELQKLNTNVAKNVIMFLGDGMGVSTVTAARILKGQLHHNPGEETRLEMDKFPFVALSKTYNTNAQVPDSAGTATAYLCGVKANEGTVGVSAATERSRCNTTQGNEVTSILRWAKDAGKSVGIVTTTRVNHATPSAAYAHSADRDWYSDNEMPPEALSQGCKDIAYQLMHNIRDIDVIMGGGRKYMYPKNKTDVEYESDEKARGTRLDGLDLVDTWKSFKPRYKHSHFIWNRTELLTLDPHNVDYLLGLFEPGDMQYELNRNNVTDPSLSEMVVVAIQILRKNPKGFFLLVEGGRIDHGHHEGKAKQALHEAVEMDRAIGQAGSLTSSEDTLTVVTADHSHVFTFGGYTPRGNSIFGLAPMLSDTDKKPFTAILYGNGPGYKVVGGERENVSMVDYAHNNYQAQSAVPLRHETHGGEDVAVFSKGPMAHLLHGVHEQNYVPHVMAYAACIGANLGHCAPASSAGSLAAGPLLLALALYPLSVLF
bIAP inh – intestinal alkaline phosphatase (bovine) inhibition | inhibition, % at 20 µM | 190,000 tested, under 10 active | purified bovine IAP, CDP-star luminescence, 30 min;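 active = over 50% inhibition of intestinal alkaline phosphatase at 20 µM in the single-dose screen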
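Incubation: 30 min reaction at room temperature / Material: purified bovine intestinal alkaline phosphatase (IAP) enzyme / Input: enzyme at 1/65,000,000 dilution / Dosing: 20 µM single dose / Signal: CDP-star luminescence signal / Reagent: CDP-star chemiluminescent phosphatase substrate, 30 µM final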
PPARg SRC3 recr – promotes SRC-3 coactivator recruitment by human PPARgamma | P37231 | actives 0.26% (n = 200,000) | activation, % at 8 µM | biochemical PPARgamma/SRC-3 coactivator recruitment assay; in the data active = activation above about 23%;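 note: 0% = DMSO and 100% = reference agonist; some compounds past the cut are filed as inactive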
PPARg SRC2 recr – promotes SRC-2 coactivator recruitment by human PPARgamma; P37231; PPARgamma LBD-SRC-2 recruitment, biochemical; activation, % at 8 µM; actives 0.34% (n = 200,000); AID 1032; in the data active = activation above about 22%;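 note: 0% = vehicle and 100% = reference agonist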
TNAP act hiacc – TNAP (human) activation, high acceptor | P05186 | purified TNAP, CDP-star luminescence, 1 M DEA, 30 min; hits give high values; 0 = EDTA background, 1 = DMSO-only activity | activation factor at 20 µM | 200,000 tested, under 10 active | AID 1136;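 active = activation factor at least 2 at 20 µM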
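Test system – human TNAP · Doses – 20 µM single point · Incubation – 30 min, room temperature · Signal – luminescent substrate turnover signal · Read-out basis – activation factor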
Efa HMGR inh – blocks class II HMG-CoA reductase of Enterococcus faecalis | purified E. faecalis HMGR, NADPH absorbance 340 nm kinetic | inhibition, % at 10 µM | actives 0.41% (n = 190,000) | AID 1066;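 active = inhibition above a set limit, the median over all tested compounds plus 3 SD, cut at about 9.5% in these data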;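 note: enzyme runs in reverse so mevalonate oxidation gives rising NADPH absorbance; 0% = complete reaction with DMSO and 100% = background rate lacking mevalonate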
bIAP activator – intestinal alkaline phosphatase (bovine) activation | purified bovine IAP, CDP-star luminescence, 30 min; hits give high values; fold of DMSO-control signal, blank-subtracted | actives 0.17% (n = 200,000) | activation factor at 20 µM;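 active = activation factor of 2 or more at 20 µM, a signal rise over negative controls twice the positive control's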
TNAP inh hi DEA – TNAP (human) inhibition, high acceptor. P05186. purified TNAP, CDP-star luminescence, 1 M DEA. inhibition, % at 20 µM. actives 0.03% (n = 200,000). AID 1135;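 active = over 50% inhibition of tissue-nonspecific alkaline phosphatase at 20 µM in the single-dose screen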;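 note: plate controls were DMSO wells for no effect and EDTA-quenched wells as full inhibition for full effect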
TR-FRET SRC-2 ct – counter-screen for PPARgamma SRC-2 recruitment agonists: TR-FRET artefact. hits give high values. TR-FRET ratio at 8 µM. actives 0.4% (n = 200,000); in the data active = TR-FRET ratio above about 2000; note: inactives centre near 1500; reference of the scale not given here
* = called active by the depositor; x = not tested or not shown.

SMILES | PPARg SRC-1 ag | TNAP inh noacc | bIAP inh | PPARg SRC3 recr | PPARg SRC2 recr | TNAP act hiacc | Efa HMGR inh | bIAP activator | TNAP inh hi DEA | TR-FRET SRC-2 ct
CC1(C)CC2(CC(C)(C)NC(=O)N2)NC(=O)N1 | 6 | -8 | 9 | 9 | 8 | 1 | 2 | 0.9 | -2 | 1551
O=C(NCCCN1CCOCC1)c1ccc(Cl)c(S(=O)(=O)N2CCCCCC2)c1 | -6 | 2 | 6 | -5 | -1 | 1 | -4 | 0.9 | -3 | 1584
COc1ccccc1N(CC(O)COc1ccc(C)cc1)S(=O)(=O)c1ccccc1 (centres undefined) | 1 | -8 | 12 | -8 | -3 | 1.1 | -2 | 0.9 | -7 | 1339
O=C(NCc1cccs1)C1CCCN(S(=O)(=O)c2cccs2)C1 (centres undefined) | 1 | -7 | 10 | 11 | 5 | 1 | -3 | 0.9 | 3 | 1535
Cc1[nH]c2c(C(=O)N3CCCC(CCC(=O)NCc4ccccc4F)C3)cccc2c1C (centres undefined) | -4 | -12 | -26 | 6 | -4 | 1.1 | -1 | 1.3 | -7 | 1687
C/C=C/c1ccc(OCCOc2ccc(C=O)cc2)c(OC)c1 | -1 | -14 | 16 | 1 | 3 | 1 | 1 | 0.8 | -5 | 1769
O=C(/C=C/c1ccc(F)cc1)NCc1cccs1 | 0 | -8 | -18 | -4 | -2 | 1.1 | -1 | 1.2 | -5 | 1748
Cc1ccc2nc(SC(C)C(=O)NCc3ccc4c(c3)OCO4)[nH]c2c1 (centres undefined) | 7 | -16 | -32 | 5 | -2 | 1 | 3 | 1.3 | -4 | 1488
O=C(c1ccc(N2CCCCC2)c([N+](=O)[O-])c1)N1CCN(c2ccccn2)CC1 | -3 | 1 | 8 | 3 | 10 | 0.9 | -3 | 0.9 | 6 | 1564
Cc1c(Cl)cccc1N=C(N)N=C(N)N | 2 | 13 | 1 | -1 | 1 | 1 | -2 | 1 | -1 | 1550
Cn1cccc1CNC(=O)Nc1ccc(Cl)c(Cl)c1 | -2 | -16 | 10 | 6 | 0 | 1.1 | -9 | 0.9 | -6 | 1616
O=C(c1cc(-c2ccncc2)nc2ccccc12)N1CCN(c2ccccn2)CC1 | -4 | -15 | -6 | 10 | 6 | 1 | 2 | 1.1 | -1 | 1570
CN(C)c1ccc(-n2cccc2/C=N/n2cnnc2)cc1 | 6 | -3 | -48 | 0 | -4 | 1 | 1 | 1.5 | -2 | 1570
O=C(NCc1ccc(N2CCCC2=O)cc1)c1ccc(F)cc1 | 12 | -10 | -4 | 3 | 5 | 1 | 3 | 1 | 2 | 1570
Cc1cc(NS(=O)(=O)c2ccc(NC(=O)c3cc(-c4cccnc4)nc4ccc(Cl)cc34)cc2)no1 | 3 | -2 | 5 | -2 | 10 | 1 | -6 | 0.9 | 2 | 1638
Cc1cc(C(=O)N2CCCC(CCC(=O)N3CCN(c4ccccn4)CC3)C2)c(C)o1 (centres undefined) | 7 | -5 | -8 | 2 | 7 | 1 | -1 | 1.1 | -1 | 1621
O=C(CC1N=C2c3ccccc3N=C(SCc3ccc(F)cc3)N2C1=O)NCc1ccco1 (centres undefined) | 3 | 2 | -4 | -8 | 5 | 1 | -1 | 1 | -1 | 1467
CCC(=O)Nc1nc(-c2cc([N+](=O)[O-])cs2)cs1 | 11 | -9 | 1 | 6 | 10 | 1 | 6 | 1 | -3 | 1652
Cc1cc(C)nc(SCC(=O)Nc2ncc(Cc3cccc(Cl)c3Cl)s2)n1 | 5 | 5 | 2 | -2 | -1 | 1 | -2 | 1 | 0 | 1533
CC(C)(C)NC(=O)CN(Cc1cccs1)C(=O)CNS(=O)(=O)c1ccc(F)cc1 | 7 | -8 | -6 | 4 | -2 | 1.1 | -6 | 1.1 | -6 | 1463
CCN(CCNC(=O)C1CCN(S(=O)(=O)c2cccc3cccnc23)CC1)c1ccccc1 | 7 | -10 | -4 | 4 | 1 | 1.1 | 2 | 1 | -7 | 1560
CCCCc1nc(Cl)c(C#N)c2c1CSC(C)(C)C2 | -1 | -2 | -3 | 2 | 0 | 1 | -2 | 1 | 0 | 1544
O=C(C1CCN(Cc2cccs2)CC1)N1CCN(Cc2ccc3c(c2)OCO3)CC1 | -2 | -3 | -11 | -3 | -1 | 1 | -1 | 1.1 | 2 | 1366
COc1cccc(NC(=O)Nc2nccc(C)n2)c1 | 7 | -10 | 6 | -1 | -3 | 1 | -1 | 0.9 | -1 | 1653
O=C(c1cnc2n(c1=O)CCS2)N1CCN(c2ccc([N+](=O)[O-])cc2)CC1 | 14 | 9 | 38 | 4 | 2 | 1 | -8 | 0.6 | 3 | 1563

Some of the entries above in another layout.
| molecule | PPARg SRC-1 ag | TNAP inh noacc | bIAP inh | PPARg SRC3 recr | PPARg SRC2 recr | TNAP act hiacc | Efa HMGR inh | bIAP activator | TNAP inh hi DEA | TR-FRET SRC-2 ct |
| --- | --- | --- | --- | --- | --- | --- | --- | --- | --- | --- |
| O=C(c1cc(-c2ccncc2)nc2ccccc12)N1CCN(c2ccccn2)CC1 | -4 | -15 | -6 | 10 | 6 | 1 | 2 | 1.1 | -1 | 1570 |
| CN(C)c1ccc(-n2cccc2/C=N/n2cnnc2)cc1 | 6 | -3 | -48 | 0 | -4 | 1 | 1 | 1.5 | -2 | 1570 |
| O=C(NCc1ccc(N2CCCC2=O)cc1)c1ccc(F)cc1 | 12 | -10 | -4 | 3 | 5 | 1 | 3 | 1 | 2 | 1570 |
| Cc1cc(NS(=O)(=O)c2ccc(NC(=O)c3cc(-c4cccnc4)nc4ccc(Cl)cc34)cc2)no1 | 3 | -2 | 5 | -2 | 10 | 1 | -6 | 0.9 | 2 | 1638 |
| Cc1cc(C(=O)N2CCCC(CCC(=O)N3CCN(c4ccccn4)CC3)C2)c(C)o1 (centres undefined) | 7 | -5 | -8 | 2 | 7 | 1 | -1 | 1.1 | -1 | 1621 |
| O=C(CC1N=C2c3ccccc3N=C(SCc3ccc(F)cc3)N2C1=O)NCc1ccco1 (centres undefined) | 3 | 2 | -4 | -8 | 5 | 1 | -1 | 1 | -1 | 1467 |

Record cards (already shown).
Cc1ccc2nc(SC(C)C(=O)NCc3ccc4c(c3)OCO4)[nH]c2c1 (centres undefined) reads PPARg SRC-1 ag = 7; TNAP inh noacc = -16; bIAP inh = -32; PPARg SRC3 recr = 5; PPARg SRC2 recr = -2; TNAP act hiacc = 1; Efa HMGR inh = 3; bIAP activator = 1.3; TNAP inh hi DEA = -4; TR-FRET SRC-2 ct = 1488
O=C(CC1N=C2c3ccccc3N=C(SCc3ccc(F)cc3)N2C1=O)NCc1ccco1 (centres undefined) reads PPARg SRC-1 ag = 3; TNAP inh noacc = 2; bIAP inh = -4; PPARg SRC3 recr = -8; PPARg SRC2 recr = 5; TNAP act hiacc = 1; Efa HMGR inh = -1; bIAP activator = 1; TNAP inh hi DEA = -1; TR-FRET SRC-2 ct = 1467

Following part
SMILES | PPARg SRC-1 ag | TNAP inh noacc | bIAP inh | PPARg SRC3 recr | PPARg SRC2 recr | TNAP act hiacc | Efa HMGR inh | bIAP activator | TNAP inh hi DEA | TR-FRET SRC-2 ct
O=C(COC(=O)c1ccc[nH]c1=O)NCC1CCCO1 (centres undefined) | 2 | -8 | -17 | -13 | -1 | 1 | -6 | 1.2 | -1 | 1422
O=C(Cn1c(=O)oc2cc(S(=O)(=O)N3CCCC3)ccc21)N1CCN(C2CCCCC2)CC1 | -5 | -13 | 3 | -8 | -9 | 1 | -4 | 1 | -2 | 1375
CCOC(=O)C1=C(C)C2C3C(=O)N(c4cc(C)ccc4C)C(=O)C3C1(C)C1C(=O)N(c3cc(C)ccc3C)C(=O)C21 (centres undefined) | -2 | -2 | 1 | 2 | -4 | 1 | -4 | 1 | 1 | 1358
CCOC(=O)N1CCN(C(=S)Nc2cccc(C)c2C)CC1 | -4 | -4 | 9 | 4 | 4 | 1 | -7 | 0.9 | 0 | 1556
CCOC(=O)c1cc(NC(=O)CSc2nnc(CN3CCOCC3)n2C)ccc1Cl | -3 | x | x | 4 | 5 | x | 0 | x | x | 1364
Cc1nn(-c2ccc(F)cc2)c2sc(C(=O)N3CCCCCC3)cc12 | -6 | -11 | 16 | -11 | -15 | 1 | 0 | 0.8 | -3 | 1338
O=C(C1=C(O)C(=O)N(Cc2ccccc2)C1c1ccco1)c1ccco1 (centres undefined) | 14 | 2 | -1 | 10 | 11 | 1 | -5 | 1 | -2 | 1617
COC(=O)c1c(NC(=O)c2ccco2)sc2c1CCC2 | 5 | -4 | -2 | 3 | 2 | 1 | 1 | 1 | -2 | 1696
COc1ccccc1N1CCN(C(=O)Cn2nc(C(F)(F)F)c3c2CCC3)CC1 | -2 | -10 | -2 | -8 | 6 | 1 | 0 | 1 | -3 | 1635
Cn1c(NCc2cccnc2)nc2c1c(=O)n(Cc1ccccc1F)c(=O)n2C | -2 | -11 | 10 | 7 | 3 | 1 | 1 | 0.9 | -4 | 1354
CCCCCOc1ccc(NC(=O)C2OC3OC(C)(C)OC3C3OC(C)(C)OC23)cc1 (centres undefined) | -7 | -8 | 3 | 2 | 2 | 1 | -8 | 1 | -1 | 1701
CN(C)/C=N/c1c(C#N)cnn1-c1ccccc1 | 1 | -13 | 13 | -14 | 7 | 1 | 4 | 0.9 | -5 | 1641
C=CCN1C(=O)CN=C1NCc1ccccc1 | 2 | -15 | 10 | 3 | -3 | 1.1 | -5 | 0.9 | -7 | 1631
COc1ccc(CNC(=O)C(c2ccco2)N(Cc2cccs2)C(=O)Cc2cccs2)cc1 (centres undefined) | 5 | -10 | -2 | 12 | 1 | 1 | 0 | 1 | -2 | 1587
Cc1cc(C)nc(SCc2cc(=O)c(OC(=O)c3ccc(Br)o3)co2)n1 | 5 | -2 | 10 | 3 | 3 | 1 | -1 | 0.9 | -1 | 1554
CCN(CC)c1ccc(C(=O)n2cnc3ccccc32)cc1 | 2 | -2 | 5 | 0 | -1 | 1 | -6 | 0.9 | -4 | 1415
COC(=O)Cc1c(C)c2ccc(OCc3nn[nH]n3)c(C)c2oc1=O | 1 | -6 | 5 | 5 | -1 | 1 | -3 | 0.9 | -3 | 1460
CC1(C)Cc2c(sc3nc(-c4cccs4)n(N)c(=O)c23)CO1 | -2 | -11 | 2 | -3 | 0 | 1.1 | -1 | 1 | -7 | 1492
COc1cccc(C(C(=O)NC2CCCCC2)N(C(=O)c2ccccn2)c2cccnc2)c1 (centres undefined) | 7 | -10 | -11 | 4 | 4 | 1.1 | -7 | 1.1 | -8 | 1747
CCC(=O)n1nc(-c2ccccc2)nc1N | -2 | 40 | 6 | 10 | -1 | 1.1 | 2 | 0.9 | -6 | 1545
O=C(c1ccc(N2CCCCCC2)c([N+](=O)[O-])c1)N1CCc2ccccc21 | -3 | 7 | 14 | 0 | -12 | 0.9 | 0 | 0.9 | 6 | 1441
O=c1c(F)cn(C2CCCO2)c(=O)n1Cc1c(F)cccc1Cl (centres undefined) | 0 | -5 | 13 | -5 | 3 | 1 | 1 | 0.9 | -4 | 1517
CCOc1ccc(NCC(=O)c2ccc(C)cc2)cc1 | -4 | -7 | 6 | -5 | -1 | 1 | -1 | 0.9 | 1 | 1448
O=C(NCC(c1cccs1)N1CCOCC1)c1ccccc1NS(=O)(=O)c1ccc(Cl)c([N+](=O)[O-])c1 (centres undefined) | -6 | -8 | 8 | -2 | 1 | 1 | -6 | 0.9 | 3 | 1488

Source: PubChem BioAssay
